HCMV antiviral = human cytomegalovirus inhibition; HFF cells, HCMV-luciferase reporter, 72 h; active compounds read low; activity change, negative = inhibition, % at 57.5 µM; 410,000 compounds, 4.5% hits; in the data active means activity change below about -60%; inconclusive means no clear call, values can overlap the other calls; inactive means above about -39%
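Luciferase read-out from HCMV-luciferase-infected HFFs (MOI 1 PFU/cell) 72 h post infection at 37C; compounds added after 16 h cell attachment; activity normalized between buffer-only basal and Salinomycin (10uM) inhibitor controls.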
AMA1 RON2 block = inhibitors of Plasmodium falciparum AMA1-RON2 interaction. AlphaScreen AMA1-biotinylated RON2 peptide binding. Potency, µM (titrated, usually from 58.2 µM), inactives show top-dose activity change, negative = inhibition, hits mostly inhibitors. 360,000 compounds, 0.2% hits; active means well fitted inhibition curve with a large enough effect; inconclusive means small, poorly fitted or top-dose-only effect; inactive means no such curve, though single readings can be large or run the other way;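 further: potency means the concentration at half of the fitted maximal effect; 0% = vehicle wells and -100% = peptide control; nearly all actives have a fitted effect of over 45% in size; some results filed as inactive show a strong effect at the top dose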
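AMA1 (3D7) with his tag at 25 nM final met compounds first, then biotinylated RON2 peptide at 25 nM; detection used donor plus acceptor beads, 10 µg/mL apiece, read by AlphaScreen after 30 min at room temperature.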
The depositor's hits bear a star; ? = inconclusive; [ ] = remark or other dose. Unless noted, on the % scale 0 is the no-effect control and ±100 the full control effect. An excerpt; rates above refer to the full screens.

SMILES	HCMV antiviral	AMA1 RON2 block
NC(=S)NN=Cc1nccc2c(C(F)(F)F)cccc12	-74*	-3%
CCS(=O)(=O)N1Cc2cc(C(=O)N(C)C)nc(-c3cccc(-c4ccc(F)cc4)c3)c2[C@H]1CCO	8	7%
Cc1cc2c(cc1C)-n1nnnc1C(N1CCCNCC1)C(=O)N2 (stereo unspecified)	-12	56%[activator]
CC1(C(=O)NCc2ccc(C(F)(F)F)cc2)CCN1Cc1cc2ccccc2o1 (stereo unspecified)	7	-5%
O=C(OCC(=O)N1CCOCC1)c1cncc(Br)c1	-27	12%
Cc1cccc(C)c1Cn1c(C)c(C(=O)NCc2ccc(C#N)cc2)sc1=O	7	1%
Cc1ccc2nc3n(c(=O)c2c1)-c1ncccc1C(=O)NC3Cc1ccccc1 (stereo unspecified)	-38	12%
COc1cc(CNC[C@H]2O[C@@H](n3ccc(N)nc3=O)[C@H](O)[C@@H]2O)ccc1OCc1ccc(C)cc1	-21	11%
Cc1cccc(NNC(=S)Nc2ccccc2)c1	21	-22%
COc1ccc(OC2(C)CCN(Cc3ccccc3OC(F)F)C2)cc1 (stereo unspecified)	3	0%
COc1ccc(OCCN2CCC(C(=O)NC(c3ccc(F)cc3)c3ncccc3C)CC2)cc1 (stereo unspecified)	2	-12%
CC(C)[C@H](CO)NC(=O)[C@H]1O[C@@H](n2ccc(=O)[nH]c2=O)[C@H](O)[C@@H]1O	-17	1%
O=C1c2ccccc2C(c2nnnn2C2CCCCC2)N1CCc1ccc(O)cc1 (stereo unspecified)	-31	4%
O=C(NCCc1ccccc1)Nc1nnc([C@@H]2C[C@H](O)[C@@H](CO)O2)s1	15	-1%
Cc1ccc(OC(C)C(=O)Nc2cccc(S(=O)(=O)N3CCCCCC3)c2)cc1 (stereo unspecified)	5	-4%
O=C1NC[C@@H](CCCCN2C[C@H](Cc3ccc(O)cc3)N(CCc3ccc(O)cc3)C(=O)C2=O)N(CCc2ccccc2)C1=O	-1	8%
COc1cccc(OCC(=O)NCCS(=O)(=O)N2CCN(c3ccccc3)CC2)c1	96	-15%
C=CCOC(=O)COc1ccc2c3c(c(=O)oc2c1)CCCC3	-22	14%
COc1ccc(NC(=O)C2(C)Cc3c(-c4cccc(NC(C)=O)c4)ccnc3O2)cc1 (stereo unspecified)	-77*	0%
O=C(O)C1C=CCC(C(=O)O)C1 (stereo unspecified)	-18	-1%

(listing goes on)
SMILES	HCMV antiviral	AMA1 RON2 block
C#CCN(C[C@@H]1[C@@H](OC(=O)NC2CC2)[C@@H](OC(=O)NC2CC2)Cn2c(=O)n(CCCCCC)c(=O)n21)S(=O)(=O)c1ccc(C)cc1	-8	0%
CCc1nc2c(OCCC3CCCCC3)cccn2c1N(C)C(=O)c1ccc(OC)cc1	4	-11%
CC1(C(=O)Nc2cccc3cccnc23)CCN1C(=O)Cc1ccc(Cl)cc1Cl (stereo unspecified)	9	-14%
CC(=O)Nc1ccc(-c2ccnc3c2CC(C)(C(=O)Nc2cccc(Oc4ccccc4)c2)O3)cc1 (stereo unspecified)	-39	-7%
CCOC(=O)N1CCC(=NNC(N)=O)C1	-20	79%[activator]
O=C(CNC(=O)c1ccccc1)OC(C(=O)O)c1ccc(F)cc1 (stereo unspecified)	9	0%
COc1ccc(C(=O)NCCNc2nc3cc(C)cc(C)c3cc2C#N)nc1	25	2%
O=C(NCCc1ccc2c(c1)OCO2)Oc1ccccc1	-23	5%
O=C(CC1SCCNC1=O)NCc1ccccc1 (stereo unspecified)	-9	13%
COc1ccc(C(C(=O)NCc2ccccc2)n2c(=O)c(-c3ccco3)nc3ccccc32)cc1 (stereo unspecified)	2	6%
C[C@@H]1CCCCO[C@H](CN(C)C(=O)Nc2ccc3c(c2)OCO3)[C@@H](C)CN([C@H](C)CO)C(=O)c2cc(NS(=O)(=O)c3ccc(F)cc3)ccc2O1	-35	-18%
CC1(C(=O)NS(=O)(=O)c2cccc(C#N)c2)CCN1C(=O)Cc1cc(F)ccc1F (stereo unspecified)	-1	-2%
CCCCC(O)C1=C[N+](=O)CC=C1 (stereo unspecified)	-6	0%
COc1ccc(NC(=O)N(C)C[C@@H]2OCc3cnnn3CCCC(=O)N([C@H](C)CO)C[C@H]2C)cc1	3	8%
COc1ccc2c(c1)CSC(c1ccccc1)C2=O (stereo unspecified)	21	38%[activator]
CC(C)(C)OC(=O)N1CCC(NC(=O)c2[nH]cnc2C(=O)Nc2ccc(Br)cc2F)CC1	-25	36%[activator]
CCCCCC(=O)OCc1ccc(C2=CC(=O)CC(C)(C)C2=O)cc1	4	0%
CC1(C(=O)NS(=O)(=O)C2CC2)CCCN(C(=O)c2ccc(F)c(Cl)c2)C1 (stereo unspecified)	25	-5%
O=C(NCC(c1cccs1)N1CCOCC1)c1cc(F)cc(F)c1 (stereo unspecified)	7	9%
Cc1ccc(S(=O)(=O)NN(Cc2ccccc2)Cc2ccccc2)cc1	-9	24%

Carrying on.
smiles,HCMV antiviral,AMA1 RON2 block
CN[C@H]1C[C@@H](c2ccccc2)N(C(C)=O)C[C@H]1CO,26,19%
COCCNC(=O)C1(C)CCCN(C(=O)c2ccc(F)cc2Cl)C1 (stereo unspecified),29,-3%
Oc1c(N=Nc2nn[nH]n2)ccc2ccccc12,-85*,?
Cc1cn([C@H]2C[C@H](O)[C@@H](CNCc3ccccc3OCCCN3CCOCC3)O2)c(=O)[nH]c1=O,11,0%
CCC(c1nnnn1-c1ccc(OC)cc1)N1CCN(C/C=C/c2ccccc2)CC1 (stereo unspecified),-14,10%
COc1ccc(CNC(=O)OC23CN(C(=O)OC(C)C)N(C(=O)OC(C)C)CC2(O)CN(S(=O)(=O)c2ccc(C)cc2)C3)cc1OC (stereo unspecified),-7,-13%
COc1ccc(C(C)C)cc1-c1cc(C(=O)NCc2cccc(C(F)(F)F)c2)[nH]n1,-38,10%
CCOC(=O)C1(C)CCN1C(=O)/C=C/c1ccccc1 (stereo unspecified),-8,-5%
CC(=O)Nc1ccc(CN2C(=O)C(Cc3ccccc3)ON=C2c2ncccc2C)cc1 (stereo unspecified),?,17%
O=C(OCc1cn([C@H]2C[C@H](c3ccccc3)N(CC3CCCCC3)C[C@@H]2O)nn1)c1ccccc1,3,-3%
COc1ccccc1-c1ncn(Cc2cccc(-c3ccccc3)c2)c1-c1ccco1,-27,-16%
CC(=O)Nc1cc(-c2cccc(C(=O)NCCN(C)C)c2)cn2c(-c3ccc(C(C)=O)cc3)cnc12,-3,6%
CC(=O)NCCNC(=O)C1Cc2c(-c3ccc(Cl)cc3)ccnc2O1 (stereo unspecified),-38,2%
CCCCNC(=O)c1nc(C2CCN(S(=O)(=O)c3ccc(S(C)(=O)=O)cc3)CC2)oc1-c1ccccc1,40,1%
CCc1nc2c(OCc3ccc(F)cc3)cccn2c1N(C)C(=O)c1ccc(C)cc1,-8,0%
COc1ccc(CN2C(=O)C(CC(=O)NCc3ccco3)CC(C(=O)N(C)C)=C2C)cc1 (stereo unspecified),-6,0%
O=S1(=O)N[C@@H](Cc2ccccc2)COc2cccc(N3CCC[C@H]3CO)c21,-18,-3%
COc1ccc(-c2nc3c(C)cc(Br)cn3c2CC2CCCCC2)cc1OC,0,?
CCc1nc2c(OCc3ccc(Cl)cc3)cccn2c1N(C)C(=O)C1CC1,-10,-4%
COC(=O)C1=CN(c2ccc(C)cc2)C(N)=C(C#N)C1c1ccc(OC)cc1 (stereo unspecified),-27,1%

Eleven compounds already listed, sorted by molar mass, ascending:
smiles,HCMV antiviral,AMA1 RON2 block
CCOC(=O)C1(C)CCN1C(=O)/C=C/c1ccccc1 (stereo unspecified),-8,-5%
COCCNC(=O)C1(C)CCCN(C(=O)c2ccc(F)cc2Cl)C1 (stereo unspecified),29,-3%
CC(=O)NCCNC(=O)C1Cc2c(-c3ccc(Cl)cc3)ccnc2O1 (stereo unspecified),-38,2%
COC(=O)C1=CN(c2ccc(C)cc2)C(N)=C(C#N)C1c1ccc(OC)cc1 (stereo unspecified),-27,1%
CCc1nc2c(OCc3ccc(Cl)cc3)cccn2c1N(C)C(=O)C1CC1,-10,-4%
COc1ccccc1-c1ncn(Cc2cccc(-c3ccccc3)c2)c1-c1ccco1,-27,-16%
CCC(c1nnnn1-c1ccc(OC)cc1)N1CCN(C/C=C/c2ccccc2)CC1 (stereo unspecified),-14,10%
CC(=O)Nc1ccc(CN2C(=O)C(Cc3ccccc3)ON=C2c2ncccc2C)cc1 (stereo unspecified),?,17%
CC(=O)Nc1cc(-c2cccc(C(=O)NCCN(C)C)c2)cn2c(-c3ccc(C(C)=O)cc3)cnc12,-3,6%
CCCCNC(=O)c1nc(C2CCN(S(=O)(=O)c3ccc(S(C)(=O)=O)cc3)CC2)oc1-c1ccccc1,40,1%
COc1ccc(CNC(=O)OC23CN(C(=O)OC(C)C)N(C(=O)OC(C)C)CC2(O)CN(S(=O)(=O)c2ccc(C)cc2)C3)cc1OC (stereo unspecified),-7,-13%

Further results.
smiles,HCMV antiviral,AMA1 RON2 block
COc1ccc(CNC(=O)C2(C)Cc3c(-c4ccc(C(N)=O)cc4)ccnc3O2)cc1OC (stereo unspecified),7,-5%
CN(C)c1ccc(-c2csc(C(O)c3ccc(F)c(F)c3)n2)cc1 (stereo unspecified),7,?
COc1ccc(CN2C(=O)C(CC(=O)NCc3cccs3)CC(C(=O)N(C)C)=C2C)cc1 (stereo unspecified),5,1%
Cc1cccc(-c2cc(NC=O)c3ncc(-c4cccc(C(=O)N(C)C)c4)n3c2)c1,57,32%[activator]
Cc1cccc(C)c1N1CCN(C(c2ccnc3ccccc23)c2nnnn2-c2ccc3c(c2)OCCO3)CC1 (stereo unspecified),-39,-15%
CCOC1=C2[C@@H](CN(S(=O)(=O)c3ccc(C)cc3)[C@H]2c2cccc3ccccc23)[C@H]2C(=O)N(c3ccccc3)C(=O)[C@H]2C1,8,5%
COc1ccc(Cc2c(-c3cccc(Cl)c3)nc3ccc(C)cn23)c(C)c1,15,?
CCCCNC(=O)C1(C)CCCCN1C(=O)c1cncc(Br)c1 (stereo unspecified),16,19%
CCN(C)C1CN(Cc2cn(Cc3cccc(Cl)c3)nn2)S(=O)(=O)C1 (stereo unspecified),-14,8%
CCOC1=C2CN(S(=O)(=O)c3ccc(C)cc3)[C@H](c3cccc(Cl)c3)C[C@H]2[C@H]2C(=O)N(c3ccccc3)C(=O)[C@H]2C1,-19,-5%
CCCNC(=O)C1(C)CCN(Cc2ccc(C)c3ccccc23)C1 (stereo unspecified),2,-2%
CSc1ccc(OC2(C)CCN(Cc3ccc4c(c3)OCCO4)C2)cc1 (stereo unspecified),30,?
Cc1ccc(C)c(NC(=O)C2(C)CCN2C(C)C)c1 (stereo unspecified),1,-16%
C#CCNC(=O)C[C@@H]1C[C@@]2(C(=O)OCC)CCC=C2N(Cc2ccc3c(c2)OCO3)C1=O,17,3%
O=C(Nc1ccc(F)c(Cl)c1)[C@@H]1O[C@H](CO)[C@H](O)[C@H](O)[C@H]1O,41,0%
O=S(=O)(N[C@@H]1CC[C@H](CCNS(=O)(=O)c2ccccc2Cl)O[C@@H]1CO)c1ccccc1,-2,4%
CCCNC(=O)c1cc2c(c(-c3cccc(-c4ccc(C#N)cc4)c3)n1)[C@@H](CCO)N(C(=O)CC)C2,0,-1%
C#CCN(C[C@H]1[C@H](OC(=O)NCc2ccc(OC)c(OC)c2)[C@H](OC(=O)NCc2ccc(OC)c(OC)c2)C[C@H]2C(=O)N(c3ccccc3)C(=O)[C@@H]12)S(=O)(=O)c1ccc(C)cc1,-19,0%
CC(C)(C)c1ccc2cccc(F)c2n1,-8,-1%
Cc1ccc([C@@H]2CC(=O)[C@@H]3CN(S(=O)(=O)c4ccc(C)cc4)[C@H](c4cccc5ccccc45)C[C@@H]3N2S(=O)(=O)c2ccc(Cl)cc2)cc1,-5,-5%

Additional records
smiles,HCMV antiviral,AMA1 RON2 block
C[C@H](CO)N1C[C@H](C)[C@H](CN(C)S(=O)(=O)c2ccccc2)OCc2ccccc2-c2c(n(C)c3ccccc23)C1=O,-5,12%
O=C(NCc1ccccc1)C(C1CC1)n1c(CSCCOc2ccccc2)nc2ccccc21 (stereo unspecified),-23,-15%
COC(=O)c1cc(=O)nc(NN=Cc2ccc(C)cc2)s1,47,11%
COc1ccc(-c2coc3c(C(=O)Nc4cccc(NS(C)(=O)=O)c4)cccc23)c(C)c1,-39,-14%
COCc1cccc(-c2csc(C(O)c3cccc(OC)c3)n2)c1 (stereo unspecified),-24,7%
Nc1nnc2cc(Br)ccc2n1,?,16%
Cc1cccc(C(O)c2ncc(-c3ccc(F)cc3)[nH]2)c1C (stereo unspecified),20,-4%
Cc1ccc(F)cc1C(=O)N1CCCC(C)(C(=O)NS(=O)(=O)C2CC2)C1 (stereo unspecified),-2,4%
COC(=O)[C@]12CCCCC=C1N(CCc1ccc(OC)c(OC)c1)C(=O)[C@H](CC(=O)NCC1CCCCC1)C2,-3,-9%
CC(C)N1CCC1(C)C(=O)Nc1cccc2ccccc12 (stereo unspecified),13,2%

Screening results from PubChem.
